DRD3 agonist – qHTS of D3 Dopamine Receptor Agonist: qHTS; D3R DiscoveRx beta-arrestin cells, luminescence, 90 min; max activation, %; hit rate 0.58% among 410,000; AID 652048, 2013; in the data active = max activation above about 30%; also: 0% is about no effect; mostly tested at two doses, the higher about 12 µM
Target sequence (P35462 whole entry, looked up): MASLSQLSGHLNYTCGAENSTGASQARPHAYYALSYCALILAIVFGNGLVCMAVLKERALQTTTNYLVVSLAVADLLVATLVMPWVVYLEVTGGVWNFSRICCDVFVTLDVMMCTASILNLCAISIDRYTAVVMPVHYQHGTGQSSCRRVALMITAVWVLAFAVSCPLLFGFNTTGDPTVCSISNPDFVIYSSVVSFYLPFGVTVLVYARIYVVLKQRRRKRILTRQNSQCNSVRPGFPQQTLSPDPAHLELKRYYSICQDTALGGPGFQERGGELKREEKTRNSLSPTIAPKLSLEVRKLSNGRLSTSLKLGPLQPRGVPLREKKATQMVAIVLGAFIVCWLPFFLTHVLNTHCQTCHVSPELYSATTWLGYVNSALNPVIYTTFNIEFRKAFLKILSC
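Agonist mode: compounds and dopamine controls were applied to plated cells for 90 min at 37 degrees C after an overnight attachment at 1500 cells/well. Luminescent read-out followed 30 - 60 minutes at room temperature with DiscoveRx detection reagent.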
KB-V1 cytotox – qHTS assay for MDR1-selective chemotherapeutics: Primary screen using the drug-selected MDR subline cells KB-V1 | KB-V1 MDR cells viability, CellTiter-Glo, 72 h | Potency, µM (top dose mostly 46.1 µM), inactives show at the top dose activity change, negative = cytotoxicity, hits mostly cytotoxic | hit rate 3.4% among 400,000 | AID 1347076, 2019; also: potency is read from the fitted curve at half-maximal effect; % is scaled to controls: 0 for no effect and ±100 for the full control effect; nearly all actives have a fitted effect of over 60% in size
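KB-V1 cells (P-gp-expressing MDR subline of KB-3-1) in phenol-red-free DMEM with 10% FBS were exposed to library compounds over a concentration series for 72 h at 37 degrees C. Viability read by CellTiter-Glo luminescence; concentration-effect curves fitted after normalization.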
HT1080NT lethal – qHTS for induction of synthetic lethality in tumor cells producing 2HG: qHTS for the HT-1080-NT fibrosarcoma cell line | HT-1080-NT fibrosarcoma viability, CellTiter-Glo ATP luminescence, 48 h | Potency, µM (doses to about 46.1 µM), for inactives: at the highest dose activity, negative = less viability, most hits filed as cytotoxic | hit rate 1.6% among 360,000;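 also: NT is the 2HG producing partner of a matched IDH1 knockdown line; potency is read from the fitted curve at half-maximal effect; 0% = DMSO-treated cells and -100% = media-only wells without cells; nearly all actives have a fitted effect of over 55% in size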
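Fibrosarcoma NT cells, 750 per well in 5% FBS RPMI, were exposed to compound for 48 hours. Viability: CellTiter-Glo luminescence.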
GLP1R ag – qHTS of GLP-1 Receptor Agonists | Glucagon-like peptide 1 receptor (Homo sapiens), P43220 | HEK293 GLP-1R CRE-luciferase, luminescence, 4-6 h; cells express a hypersensitive GLP-1R form | Potency, µM (series often up to 45.6 µM), inactives show at the highest dose activation, actives largely listed as activators | hit rate 0.007% among 380,000 | AID 624172, 2012; also: potency is read from the fitted curve at half-maximal effect; % of control where 0% means no effect
Target sequence (P43220 whole entry, looked up): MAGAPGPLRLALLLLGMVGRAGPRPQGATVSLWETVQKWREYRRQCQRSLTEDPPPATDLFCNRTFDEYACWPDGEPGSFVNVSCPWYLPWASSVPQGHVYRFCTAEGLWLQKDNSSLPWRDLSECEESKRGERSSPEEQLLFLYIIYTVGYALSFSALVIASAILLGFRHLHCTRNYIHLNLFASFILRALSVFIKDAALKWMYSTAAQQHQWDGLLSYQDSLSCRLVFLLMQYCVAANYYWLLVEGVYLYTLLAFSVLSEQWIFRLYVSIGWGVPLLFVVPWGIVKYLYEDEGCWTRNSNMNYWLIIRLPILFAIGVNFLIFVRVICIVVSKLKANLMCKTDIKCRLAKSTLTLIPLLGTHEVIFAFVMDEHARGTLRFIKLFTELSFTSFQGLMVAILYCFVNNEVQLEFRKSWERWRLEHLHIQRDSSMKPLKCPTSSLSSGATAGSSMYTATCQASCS
D3 antag – qHTS of D3 Dopamine Receptor Antagonist: qHTS. hit rate 2.5% among 360,000. AID 652054, 2013. D3R cells, DiscoveRx beta-arrestin luminescence, antagonist mode; hits give low values. max response, negative = inhibition, %; in the data active = max response below about -50%; inconclusive = no clear call, values can overlap the other calls; also: % is scaled to controls: 0 for no effect and ±100 for the full control effect; mostly tested at two doses, the higher about 12 µM
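Cells plated overnight at 1500 cells/well, then exposed to library compounds with dopamine controls for 90 minutes at 37 degrees C. DiscoveRx reagent added for 30–60 minutes at room temperature; luminescence read, quantitative HTS format.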
HT1080 IDH1KD tx – qHTS for induction of synthetic lethality in tumor cells producing 2HG: qHTS for the HT-1080-IDH1KD cell line; HT-1080 IDH1 knockdown viability, ATP luminescence, 48 h; Potency, µM (series often up to 46.1 µM), inactives show at the highest dose activity, negative = toxicity, usual class: cytotoxic; hit rate 2% among 360,000;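 also: potency is read from the fitted curve at half-maximal effect; 0% = DMSO wells and -100% = cell-free medium wells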
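IDH1KD HT-1080 cells, 750/well, RPMI + 5% FBS; compound pinned after 2 h settling; 48 h, 37 °C; CellTiter-Glo luminescence; % activity normalised to DMSO and no-cell wells; curves fitted, classed by r2 and efficacy.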
KB-3-1 cytotox – qHTS assay for MDR1-selective chemotherapeutics: Primary screen using the parental adenocarcinoma cell KB-3-1; Potency, µM (doses to about 46.1 µM), for inactives: top-dose activity change, negative = cytotoxic, hits mostly cytotoxic; AID 1347075, 2019; hit rate 1.4% among 400,000; KB-3-1 viability, CellTiter-Glo ATP luminescence, 72 h; also: potency is read from the fitted curve at half-maximal effect; % is scaled to controls: 0 for no effect and ±100 for the full control effect; nearly all actives have a fitted effect of over 60% in size
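KB-3-1 parental drug-naive adenocarcinoma cells in DMEM/10% FBS, incubated 72 h at 37 C with pin-transferred compounds across a concentration series. Viability by CellTiter-Glo luminescence; concentration-response curves fitted after normalization.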
SW480 rerep – A quantitative high throughput screen for small molecules that induce DNA re-replication in SW480 colon adenocarcinoma cells | SW480 DNA re-replication, Hoechst DNA content imaging, 48 h | Potency, µM (highest dose often 46.1 µM), inactives show at the top dose re-replication activation, most hits filed as activators | hit rate 1.8% among 340,000 | AID 624297, 2012; also: potency is read from the fitted curve at half-maximal effect; % of control where 0% means no effect; nearly all actives have a fitted effect of over 55% in size
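Compounds, transferred as 23 nL by pin tool, were incubated with cells for 48 hr; DNA content per nucleus was then quantified by Hoechst staining and fluorescence plate imaging.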
IL1B secr inh – qHTS for Inhibitors of Inflammasome Signaling: IL-1-beta AlphaLISA Primary Screen. hit rate 4.7% among 360,000. THP-1 LPS/ATP IL-1B secretion, AlphaLISA, 16 h; hits give low values. activity change, % at 57.5 µM; in the data active = activity change below about -50%; inconclusive = mostly about -30% to -49%; also: % is scaled to controls: 0 for no effect and ±100 for the full control effect
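Secreted IL-1B measured by AlphaLISA bead assay after 16 h compound exposure of THP-1 cells; compounds (final up to 57.5 uM) added 1 h before LPS (250 ng/mL) and ATP (1.25 mM) stimulation; lower signal means less secretion.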
Numbers without * were called inactive; ? = inconclusive; / = not tested or not shown; & = joins results of further samples; [ ] = dose if it differs, or a comment. Unless noted, calls follow the shape of the dose curve; as a rule, active = well fitted curve in the direction sought with a large enough effect; inconclusive = small, poorly fitted or top-dose-only effect, or another doubt; inactive = no such curve, though single readings can be large; an effect the other way counts as inactive or inconclusive. Not all compounds are listed; count on the stated rates, not on these rows.

SMILES | DRD3 agonist | KB-V1 cytotox | HT1080NT lethal | GLP1R ag | D3 antag | HT1080 IDH1KD tx | KB-3-1 cytotox | SW480 rerep | IL1B secr inh
C[C@H]1C(=O)O[C@@H]2CCN3CC=C(COC(=O)[C@](C)(O)[C@]1(C)O)[C@H]23 | -1&-4 | 2% | 23% | -1%&-1% | -27 | 8% | 0% | 5%&0% | 4
O=C(NCCCN1CC1)Nc1cccc2ccccc12 | -6 | ? | 1% | -3% | -6 | -17% | ? | ? | -11
C[C@]12CCC3C(CC[C@H]4C[C@@H](O)CC[C@]34C)C1CC[C@@H]2O (some centres undefined) | 0 | 1% | -2% | -1% | 0 | -4% | 23% | 8% | 2
Cc1nn(Cc2ccccc2)c(C)c1C(=O)NC1CCCc2ccccc21 (centres undefined) | -10 | ? | -7% | 11% | 8 | -8% | 19% | 3% | -14
COC(=O)C1=C(c2cccc(C#N)c2)C[C@@H]2CC[C@H]1N2C(=O)NCCc1ccccc1 | 2 | -4% | -22% | 7% | -8 | -3% | 2% | -3% | 6
O=C(COc1ccc(Cl)cc1)N(c1ccccc1Cl)C1CN2CCC1CC2 (centres undefined) | -19 | ? | ? | 1% | 4 | 16µM* | ? | 17% | -75*
CCOC(=O)c1c(/N=C/c2c(O)n(-c3cccc(C)c3)c(=O)[nH]c2=O)sc2c1CCCC2 | 1 | 8% | 10% | 1% | -10 | 7% | -30% | ? | 2
CCCC(C)n1[nH]c(=O)c2c1NC(=O)CSC2c1ccc(OC)c(OC)c1 (centres undefined) | 12 | -17% | 1% | -6% | -6 | 4% | 3% | -3% | 3
CC(=NCCC1=CCCCC1)c1c(O)[nH]c(=O)[nH]c1=O | 2 | ? | -3% | 7% | 7 | -30% | ? | -9% | -9
COc1ccccc1CCNCc1cccc(C(F)(F)F)c1 | 0 | ? | 9% | 7% | -1 | 9% | 10% | 11% | 0
C[C@H](CO)N1C[C@H](C)[C@@H](CN(C)C(=O)Oc2ccccc2)OCc2cnnn2CCCC1=O | 0 | -8% | 14% | 0% | -7 | -2% | -9% | / | 19
O=P(NS(=O)(=O)c1ccc(Br)cc1)(Oc1ccccc1)Oc1ccccc1 | 6 | -2% | 8% | -5% | -21 | 6% | 2% | -6% | -12
CCCN1CCc2cc(O)cc3c2[C@H]1Cc1ccc(O)c(O)c1-3 | 23 | -25%&15% | 8.2µM* | 1% | ? | 23µM* | 0%&0% | ? | -25
COC(=O)C1=C(c2ccc(S(C)(=O)=O)cc2)C[C@@H]2CC[C@H]1N2C(=O)NCCS(C)=O (some centres undefined) | 15 | 8% | 9% | 4% | 3 | 10% | 21% | -27% | 16
CC(C)CNC(=O)/C=C/C=C/CCCCCC/C=C/c1ccc2c(c1)OCO2 | 28 | -14% | 0% | 4% | 67 | 6% | 0% | 4% | 11
Cc1ccc(C)c(C2(O)CC(C)N(C)CC2C)c1 (centres undefined) | -4 | -22% | -2% | 7% | -10 | 2% | -4% | -3% | -1
O=[N+]([O-])c1ccc(CN2CC=C(c3ccccc3)CC2)cc1 | -16 | 0% | -11% | 4% | -55* | -2% | 1% | 1% | -13
C=CCN1C(=O)NC(=O)/C(=C/c2ccc(N(C)C)c(Br)c2)C1=O | -12 | ? | 12% | -1% | -21 | 16% | 3% | -27% | 4
O=C1CC(N2CC=C(c3ccccc3)CC2)C(=O)N1c1ccc(F)cc1 (centres undefined) | -9 | -19% | -10% | -1% | -15 | 0% | 2% | 1% | 0
COCCNC(=O)CN1C2CCC1CC(O)(c1cccnc1)C2 (centres undefined) | 3 | 0% | 21% | -14% | -10 | 2% | 10% | ? | 2
CC(=Nc1ccc2c(c1)CCC2)c1c(O)n(-c2ccccc2)c(=O)[nH]c1=O | 10 | -6% | 14% | 12% | 3 | 22% | -3% | -84%[inhibitor] | 9
CS(=O)(=O)c1ccc(C(=O)N2CCC(C(=O)O)(c3ccccc3)CC2)cc1 | 0 | -3% | 7% | 0% | 5 | -1% | 0% | -10% | 13
C=CCn1cc(C=C2C(=O)NC(=O)NC2=O)c2ccccc21 | 3 | -4% | -11% | 16% | 9 | -5% | 8% | -11% | -12
O=C(Cn1cc(C=C2C(=O)NC(=O)NC2=O)c2ccccc21)NCC1CCCO1 (centres undefined) | -7 | 14% | 0% | 3% | -27 | -3% | 8% | -3% | 10
CN1C(=O)C(=Cc2ccccc2OCCOc2ccc([N+](=O)[O-])cc2)C(=O)N(C)C1=O | -5 | -1% | ? | 12% | -21 | ? | 0% | ? | 3
(list continues)
SMILES | DRD3 agonist | KB-V1 cytotox | HT1080NT lethal | GLP1R ag | D3 antag | HT1080 IDH1KD tx | KB-3-1 cytotox | SW480 rerep | IL1B secr inh
CCOC(=O)[C@]12Cc3ccccc3[C@H]1N(CCC(=O)OC)C(=O)c1cc(OC)ccc12 | -10 | 9.2µM* | ? | -12% | ? | ? | ? | / | -118*
C[n+]1c(-c2ccccc2)sc2ccccc21 | 1 | 16% | -1% | -4% | 11 | -2% | 1% | 0% | 14
COc1ccc(N2C(=O)/C(=C/c3ccco3)C(=O)NC2=S)cc1 | 0 | 3% | 1% | -4% | 23 | 2% | -11% | -12% | 12
Cc1ccc(C(C)C)c(OCC(=O)N2CCN(CC(=O)N3CCOCC3)CC2)c1 | 7 | 25% | 6% | 9% | -1 | 0% | 0% | -6% | -10
CCC(C)(C)n1nnnc1CN1CCC(n2c(C)nc3cc(C(F)(F)F)ccc32)CC1 | -1 | 0% | -3% | 19% | 14 | 1% | 2% | 0% | -16
O=c1[nH]c(=O)n(Cc2ccc(F)cc2)c(O)c1C=NCCCN1CCOCC1 | 8 | ? | 3% | 2% | -25 | 1% | 4% | -10% | -6
Cc1cc(C)cc(N2C(=O)NC(=O)/C(=C\C=C\c3ccco3)C2=O)c1 | 1 | 23µM* | ? | -27% | -15 | ? | ? | ? | -86*
CCOP(=O)(OCC)C(O)c1ccc(OC)cc1OC (centres undefined) | 2 | -1% | 7% | 22% | 2 | 6% | 4% | ? | 5
O=C(Cn1c(=S)[nH]c2ccccc2c1=O)N1CCC2(CC1)OCCO2 | -2 | 18% | 2% | -7% | -12 | ? | 2% | -20% | 9
O=C1CC[C@@]2(O)[C@H]3Cc4ccc(O)c5c4[C@@]2(CCN3CC2CC2)[C@H]1O5 | 2&5 | 2% | 28% | 0% | 2 | 15% | 0% | -2%&-1% | 8
S=P(Nn1cnnc1)(c1ccccc1)c1ccccc1 | 0 | -8% | -1% | 9% | 1 | -7% | 0% | -4% | -7
CC[N+]12CCC(CC1)C(=C(c1ccccc1)c1ccccc1)C2 | -1 | -3% | -12% | -1% | -6 | -9% | 15µM* | 4% | 0
CCOC(=O)c1c(C)n(Cc2ccccc2)c2ccc(OCC(O)CN3C(=O)CNC3=O)cc12 (centres undefined) | 4 | -24% | 0% | 26% | 10 | -4% | -2% | -1% | -26
CC(C)C/C(=N/O)c1c[nH]c2ccccc12 | -4 | 2% | -15% | 24% | 6 | -8% | 8% | 3% | 0
O=C(NCC1=C(c2ccc3ccccc3c2)C[C@@H]2CC[C@H]1N2Cc1ccco1)c1ccc([N+](=O)[O-])cc1 | -12 | ? | -20% | -5% | ? | ? | ? | / | -71*
O=C1CC(=O)N(Cc2ccccc2)C(=S)N1 | -7 | 15% | 5% | -5% | -6 | 12% | 13% | 0% | -12
COC(=O)C1=C(c2cccc(OCc3ccccc3)c2)C[C@@H]2CC[C@H]1N2C | -3 | ? | -28% | 31% | -12 | -17% | 0% | / | 0
CSCCC(c1nnnn1-c1ccc2c(c1)OCCO2)N1CCC(n2c(=O)[nH]c3ccccc32)CC1 (centres undefined) | 8 | ? | ? | -3% | 25 | ? | 0% | / | ?
COc1ccc(/C=C2\C(=O)NC(=O)N(CCC3=CCCCC3)C2=O)c(OC)c1 | 0 | -9% | -16% | -1% | -6 | -3% | -2% | 13% | -22
Cn1cccc1C1CCCN1CC(=O)Nc1ccc(C#N)c(Cl)c1 (centres undefined) | -2 | -15% | 0% | 16% | -9 | 0% | ? | 8% | -20
COc1ccc(OC(=O)N(C)C[C@H]2OCc3cnnn3CCCC(=O)N([C@H](C)CO)C[C@@H]2C)cc1 | 4 | 7% | 2% | 6% | 8 | 5% | 2% | / | 12
COc1ccc(C2(C#N)CCN(C)CC2)cc1 | -4 | 2% | 8% | -2% | 7 | 8% | 0% | -4% | 3
O=c1[nH]c(=S)n(-c2ccccc2)c(O)c1C=NCc1ccccn1 | 9 | 9% | -17% | 8% | -13 | -13% | -1% | -1% | 8
CCCCOc1ccc(CN2CCN(CCO)CC2)cc1 | 0 | -33% | 10% | -9% | -12 | -11% | 0% | -5% | 13
N#CC(C#N)=Cc1ccc(-c2ccccc2F)o1 | -6 | -1% | 13% | 1% | -16 | 4% | -2% | -8% | ?
CN(C)C(=O)Oc1noc2cc(Cl)ccc12 | -2 | -8% | -3% | 2% | -19 | -4% | 1% | -8% | -14
COc1cc(OC)c([C@H]2C=C(C)[C@H]3C[C@@H]2C3(C)C)c(OC)c1 | -12 | 23% | -9% | 12% | -16 | -20% | 1% | 12% | 23

In a second layout: entries from further up.
Order of results – DRD3 agonist	KB-V1 cytotox	HT1080NT lethal	GLP1R ag	D3 antag	HT1080 IDH1KD tx	KB-3-1 cytotox	SW480 rerep	IL1B secr inh
- N#CC(C#N)=Cc1ccc(-c2ccccc2F)o1
  -6	-1%	13%	1%	-16	4%	-2%	-8%	?
- CN(C)C(=O)Oc1noc2cc(Cl)ccc12
  -2	-8%	-3%	2%	-19	-4%	1%	-8%	-14

Screening data: PubChem BioAssay, National Center for Advancing Translational Sciences (NCATS)
